Compound activity: PubChem BioAssay, National Center for Advancing Translational Sciences (NCATS)
aSyn yeast inh: alpha-synuclein toxicity inhibition in yeast; Yeast expressing alpha-synuclein, growth rescue, BacTiter-Glo, 24 h; Potency, µM (titrated, usually from 46.1 µM), without a hit: at the top dose growth rescue (activation), hits mostly activators; hit rate 0.14% among 370,000; AID 652106; also: potency is read from the fitted curve at half-maximal effect; % of control where 0% means no effect; nearly all actives have a fitted effect of over 65% in size
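Galactose-induced alpha-syn yeast (OD600=0.02, raffinose-pregrown) + pinned cpd, 24 hr, 30 deg C; growth by BacTiter-Glo luminescence. Growth restoration scores as activation.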
D3 antag: D3 dopamine receptor (human) antagonism; hit rate 2.5% among 360,000; D3R cells, DiscoveRx beta-arrestin luminescence, antagonist mode; active compounds read low; max response, negative = inhibition, %; AID 652054; P35462; in the data active = max response below about -50%; inconclusive = no clear call, values can overlap the other calls; also: % is scaled to controls: 0 for no effect and ±100 for the full control effect; mostly tested at two doses, the higher about 12 µM
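Cells plated overnight at 1500 cells/well, then exposed to library compounds with dopamine controls for 90 minutes at 37 degrees C. DiscoveRx reagent added for 30–60 minutes at room temperature; luminescence read, quantitative HTS format.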
D3 ag: agonists of human D3 dopamine receptor. D3R DiscoveRx beta-arrestin cells, luminescence, 90 min. max activation, %. hit rate 0.58% among 410,000. AID 652048; in the data active = max activation above about 30%; also: 0% is about no effect; mostly tested at two doses, the higher about 12 µM
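Agonist-mode cell screen: cells plated at 1500/well and incubated overnight at 37 °C, then exposed to library compounds for 90 min at 37 °C. Detection reagent was added for 30–60 min at room temperature, and luminescence was read.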
PTHR1 ag: activates the human parathyroid hormone receptor PTHR1. Q03431. HEK293 GP2 PTHR1 cells, GloSensor cAMP luminescence, 1 h. Potency, µM (titrated, usually from 115 µM), inactives show top-dose activation, actives largely listed as activators. hit rate 0.075% among 410,000; also: potency is read from the fitted curve at half-maximal effect; nearly all actives have a fitted effect of over 55% in size; some results filed as inactive show a strong effect at the top dose; inactives centre near -15; many of its hits are not listed in these tables
Target sequence (Q03431 whole entry, looked up): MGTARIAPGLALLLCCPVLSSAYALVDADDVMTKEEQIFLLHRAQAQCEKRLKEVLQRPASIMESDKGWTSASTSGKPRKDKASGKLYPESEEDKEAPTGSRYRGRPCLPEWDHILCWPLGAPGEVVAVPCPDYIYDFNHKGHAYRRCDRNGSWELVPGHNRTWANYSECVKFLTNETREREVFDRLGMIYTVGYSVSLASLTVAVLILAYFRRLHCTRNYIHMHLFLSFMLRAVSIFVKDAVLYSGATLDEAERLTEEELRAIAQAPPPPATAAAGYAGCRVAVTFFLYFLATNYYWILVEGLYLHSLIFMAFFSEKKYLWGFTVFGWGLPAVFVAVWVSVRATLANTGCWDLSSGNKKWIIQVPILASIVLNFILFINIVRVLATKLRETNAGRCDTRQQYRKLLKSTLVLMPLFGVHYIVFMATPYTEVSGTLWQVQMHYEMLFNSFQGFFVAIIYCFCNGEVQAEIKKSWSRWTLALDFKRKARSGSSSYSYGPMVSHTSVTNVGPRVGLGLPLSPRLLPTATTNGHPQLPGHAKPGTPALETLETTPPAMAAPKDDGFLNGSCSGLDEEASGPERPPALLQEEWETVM
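HEK-293-derived GP2 cells expressing PTHR1 and a GloSensor cAMP reporter, 3,000/well, plated overnight, given luciferin plus IBMX (each 0.5 mM as added) for 1 h at 37 °C, then compound for 1 h at 37 °C. Luminescence was read after 15 min at room temperature.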
KB-V1 MDR tox: kills drug-selected multidrug resistant KB-V1 cells; KB-V1 MDR cells viability, CellTiter-Glo, 72 h; Potency, µM (top dose mostly 46.1 µM), inactives show at the top dose activity change, negative = cytotoxicity, actives largely listed as cytotoxic; hit rate 3.4% among 400,000; also: potency is read from the fitted curve at half-maximal effect; % is scaled to controls: 0 for no effect and ±100 for the full control effect; nearly all actives have a fitted effect of over 60% in size
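Cytotoxicity via CellTiter-Glo luminescence after 72 h compound exposure at 37 degrees C. Cells: drug-selected KB-V1 line, DMEM phenol-red free plus 10% FBS. Compounds tested at multiple concentrations; normalized data fitted to concentration-effect curves.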
GLP-1R agonist: activates the human GLP-1 receptor; P43220; HEK293 GLP-1R CRE-luciferase, luminescence, 4-6 h; cells express a hypersensitive GLP-1R form; Potency, µM (titrated, usually from 45.6 µM), without a hit: top-dose activation, most hits filed as activators; hit rate 0.007% among 380,000; also: potency is read from the fitted curve at half-maximal effect; % of control where 0% means no effect
Target sequence (P43220 whole entry, looked up): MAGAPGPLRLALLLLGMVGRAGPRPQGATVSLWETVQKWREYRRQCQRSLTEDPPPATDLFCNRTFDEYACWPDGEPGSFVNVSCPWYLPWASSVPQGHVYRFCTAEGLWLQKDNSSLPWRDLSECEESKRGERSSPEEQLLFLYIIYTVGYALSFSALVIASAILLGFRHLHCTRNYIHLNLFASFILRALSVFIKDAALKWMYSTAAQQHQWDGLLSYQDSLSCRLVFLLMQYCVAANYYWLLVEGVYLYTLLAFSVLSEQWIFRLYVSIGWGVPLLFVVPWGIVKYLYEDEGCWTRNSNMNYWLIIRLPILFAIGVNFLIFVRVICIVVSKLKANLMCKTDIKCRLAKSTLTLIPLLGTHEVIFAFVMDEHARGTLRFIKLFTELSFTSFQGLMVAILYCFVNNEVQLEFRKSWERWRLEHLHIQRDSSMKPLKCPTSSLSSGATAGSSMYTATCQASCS
GLP-1R inv ag: inverse agonists of human GLP-1 receptor. P43220. HEK293 GLP-1R CRE-luciferase, luminescence, 24 h; GLP-1R form is constitutively active. Potency, µM (highest dose often 38.3 µM), for inactives: at the top dose activity change, negative = inhibition, actives largely listed as inhibitors. hit rate 1.6% among 410,000. AID 624417; also: potency is read from the fitted curve at half-maximal effect; % is scaled to controls: 0 for no effect and ±100 for the full control effect; nearly all actives have a fitted effect of over 55% in size
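Constitutively active GLP-1R drives a cAMP-responsive luciferase in stably transfected HEK293 cells; test compounds are added after overnight (12 h) attachment and left 24 hr, and signal loss in luminescence marks inhibition.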
HEK293 tox: cytotoxicity in counter-screen for GLP-1R inverse agonists | HEK293 cAMP-luciferase reporter cells, luminescence, 24 h | Potency, µM (doses to about 38.3 µM), for the others: top-dose activity change, negative = inhibition, most hits filed as inhibitors | hit rate 0.13% among 410,000;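 also: loss of luciferase light is scored as toxicity; potency is read from the fitted curve at half-maximal effect; % is scaled to controls: 0 for no effect and ±100 for the full control effect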
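A 23 nL compound transfer followed 12 hours of cell culture at 37 deg C; exposure then lasted 24 hr. Luciferase assay detection reagent was dispensed and plates read for luminescence after a 12 min room-temperature wait.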
TDP-43 yeast inh: rescues yeast growth from TDP-43 toxicity. AID 652104. hit rate 1.8% among 410,000. TDP-43 expressing yeast growth rescue, BacTiter-Glo, 24 h. Potency, µM (series often up to 46.1 µM), inactives show top-dose growth rescue (activation), most hits filed as activators; also: potency is read from the fitted curve at half-maximal effect; % of control where 0% means no effect; nearly all actives have a fitted effect of over 50% in size
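Luminescence from BacTiter-Glo reports growth of TDP-43-expressing yeast after 24 hr at 30 deg C with compound. Cells were raffinose-pregrown to mid-log, then seeded in galactose medium at OD600=0.02.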
* hit, by the source's call; i = inactive; ? = inconclusive; . = no result given; & = joins results of further samples; [ ] = another dose, or the depositor's remark. Unless noted, calls follow the shape of the dose curve; as a rule, active = well fitted curve in the direction sought with a large enough effect; inconclusive = small, poorly fitted or top-dose-only effect, or another doubt; inactive = no such curve, though single readings can be large; an effect the other way counts as inactive or inconclusive.

SMILES	aSyn yeast inh	D3 antag	D3 ag	PTHR1 ag	KB-V1 MDR tox	GLP-1R agonist	GLP-1R inv ag	HEK293 tox	TDP-43 yeast inh
C=CCOC(=O)C1=C[C@@H](c2ccc(C(F)(F)F)cc2)C[C@@H](OCCCCO)O1	3%	4	2	-9%	-13%	2%	-21%	-6%	?
O=C(Oc1ccc(/C=N/NC(=O)c2ccccc2O)cc1)c1ccccc1	-3%	-10	-5	-1%[57.5 µM]	16%	-17%	0%	-8%	-5%
O=C(Nc1ccc(-c2csc(Nc3ccc(Cl)cc3)n2)cc1)c1cc([N+](=O)[O-])cc(C(F)(F)F)c1	0%	4	5	-13%	?	-3%	-29%	-5%	0%
CCOC(=O)CSc1nc(C)c2cc(OC)ccc2n1	-2%	19	5	i	9%	1%	21%	-4%	18%
COc1ccc(/C=C/C(=O)C2C(=O)C=C(C)OC2=O)cc1O (stereo not drawn)	6%	10	-13	-80%[inhibitor]	?	6%	11%	-1%	-33%[inhibitor]
CC1CC(C)C(=O)C(C(CC2CC(=O)NC(=O)C2)OC(=O)CC(=O)c2ccccc2)C1 (stereo not drawn)	?	-5	2	-18%	?	0%	?	?	?
CC(NC(=O)COC(=O)c1cn(-c2ccccc2)nc1-c1cccs1)c1ccccc1 (stereo not drawn)	8%	9	28	-2%[57.5 µM]	21µM*	-15%	?	-17%	-6%
Cc1ccc(C(=O)NNC(=O)c2csc(N3CCOCC3)n2)s1	0%	-12	-14	3%	1%	3%	1%	4%	8%
Cc1ccc(C)c(C2=NNC(=NCc3ccccc3)SC2)c1	2%	?	-2	i	-30%	0%	?	-5%	14%
OC(C#CCN1CCOCC1)(c1ccccc1)C1CCCCC1 (stereo not drawn)	0%	-6	-11	i	?	11%	?	8%	-13%
O=c1oc2ccccc2c(NC2CCCCC2)c1NS(=O)(=O)c1ccc(Br)cc1	2%	23	2	-28%	-18%	4%	?	-3%	1%
CCCc1cc(=O)oc2c(C)c3c(cc12)CN(CCc1ccc(Cl)cc1)CO3	.	.	-30	i	7%	.	14%	71%[activator]	1%
CCN(Cc1ccccc1)C(=O)CC(=O)N(CC)Cc1ccccc1	-2%	-10	4	i	-31%	6%	-14%	11%	9%
Cc1ccc(-c2c(C#N)c(N)nc3c2CCCCC3)o1	-18%	5	-9	i	-11%	18%	-10%	-10%	-6%
Cc1ccc(N(CCC#N)C(=O)COC(=O)C2=COCCO2)cc1	4%	6	1	i	0%	-9%	1%	5%	6%
CN(c1ccc(OCC(=O)OCC(=O)Nc2ccc(Br)cc2)cc1)S(=O)(=O)c1cccs1	8%	26	4	i	-1%	-2%	0%	0%	7%
Brc1ccc(-c2nc(N3CCN(c4ccccc4)CC3)c3ccccc3n2)cc1	.	.	-8	-28%	-9%	.	-7%	2%	-4%
O=C(CSc1nnc(-c2cccc(Br)c2)o1)N1CCOCC1	-2%	10	0	i	-18%	10%	3%	-9%	11%
C=CC[C@@H](CC(=O)N[C@@H](CO)Cc1ccccc1)C(=O)NC[C@@H](OC(=O)[C@@H](CC=C)Cc1ccc(F)cc1)c1ccccc1	1%	2	5	i	4%	-4%	-5%	0%	20%
NC(=O)c1ccsc1NC(=O)COC(=O)CNC(=O)c1cccc([N+](=O)[O-])c1	10%[1.84 µM]	10	-7	-1%	0%	-2%	9%	-34%	16%
CCC(=O)OCc1c(C(F)(F)F)nn(C)c1Sc1ccc(Cl)cc1	.	?	-1	-25%	-4%	4%	?	7%	3%
O=C(CNc1cccc(C(F)(F)F)c1)N/N=C/c1cn(-c2ccccc2)nc1-c1ccccc1	0%	-15	-2	-29%	-19%	-7%	?	-17%	-12%
C=Cc1ccc(N=Cc2c(O)ccc3ccccc23)cc1	2%	-8	4	i	-1%	5%	6%	-12%	-31%[inhibitor]
CCN(CC)S(=O)(=O)c1cc(-c2onc(C)c2C)ccc1OC	.	.	17	-31%[inhibitor]	.	.	0%	0%	0%
CCC(C)(C)NC(=O)C(c1cccc(OC)c1)N(C(=O)CNC(=O)c1cccs1)c1cccnc1 (stereo not drawn)	1%	3	-6	-18%	4%	3%	15%	0%	-20%
Cc1ccccc1NC(=O)Nc1nc(C(N)c2ccccc2)cs1 (stereo not drawn)	2%	-2	-2	i	2%	-3%	?	0%	?
Cn1c(=O)c2cc(S(=O)(=O)NC(C(=O)NCc3ccccn3)c3ccccc3)ccc2n(C)c1=O (stereo not drawn)	-3%	13	3	-20%	0%	-5%	-7%	9%	11%
CC(=O)N1CCOCC1c1cc(C(=O)Nc2ccccc2)no1 (stereo not drawn)	?	-2	6	-24%	1%	-6%	-15%	4%	19%
COc1cc2cc(C(=O)N3CCC(Cc4ccccc4)CC3)[nH]c2cc1OC	1%	16	1	i	13%	-1%	2%	15%	27%
CCCOCc1cc(CN2CCN(c3ccccc3OC)CC2)c(O)c2ncccc12	.	.	-20	-8%	.	.	?	?	16%
O=C(O)c1ccc(Cl)c(NCc2cccs2)c1	0%	4	-7	i	-11%	-2%	7%	-11%	14%
COc1ccc(CCNC(=O)CN(c2ccc(OC)c(OC)c2)S(C)(=O)=O)cc1	-2%	1	-3	i	2%	-7%	8%	-3%	2%
Cc1ccc(C)c(N2CCN(C(=O)c3ccc4[nH]c(C)c(C)c4c3)CC2)c1	.	.	4	i	?	.	7.9µM*	-27%	-14%
Cc1ccc(S(=O)(=O)N(CCc2ccccc2)CC(=O)Nc2ccc(Br)cc2)cc1	.	.	-25	-51%[inhibitor]	-22%	.	?	-2%	2%
CCn1c(C(=O)O)c(CC(=O)Nc2ccccc2F)c2ccccc21	-3%	7	2	-11%	25%	-4%	-7%	1%	21%
CC(=O)c1ccc(NC(=O)C(C)n2c3ccccc3c3nc(=O)cc(C)n32)cc1 (stereo not drawn)	-2%	-5	3	-10%	?	-5%	11%	-12%	8%
CN(C)c1cccc(C(=O)Nc2nnc(Cc3ccccc3)s2)c1	2%	-7	-1	-9%	?	17%	?	-1%	5%
Cc1ccc(CNC(=O)CN(c2ccc(C)cc2)S(=O)(=O)c2c(C)n[nH]c2C)cc1	-3%	-11	-18	i	-20%	0%	-29%	-10%	-17%
O=C(CN(Cc1ccccc1)S(=O)(=O)c1ccc(Br)cc1)NCc1ccco1	15%	-6	-2	i	?	1%	7.9µM*	2%	11%
CCCCCCC1(C)NC(=O)N(C(C)C(=O)Nc2ccc(N3CCOCC3)cc2)C1=O (stereo not drawn)	0%	15	0	-44%[inhibitor]	0%	9%	5%	1%	12%
NS(=O)(=O)c1ccc(CCNC(=O)CNC(=O)C2CCCCC2)cc1	-13%	-5	3	i	0%	-11%	1%	-8%	15%
O=C(OCC(=O)N1CCN(C(=O)c2ccco2)CC1)c1cc(-c2cccc(Br)c2)nc2ccccc12	20%	1	3	-3%[57.5 µM]	16µM*	-12%	-24%	?	?
CC(C)c1ccc(CNc2nc(-c3ccco3)nn2C(=O)c2ccc([N+](=O)[O-])cc2)cc1	.	.	12	i	-8%	.	-8%	-3%	?
CC(=O)Nc1ccc(S(=O)(=O)NCCC(=O)NCc2ccco2)cc1	-1%	25	9	i	12%	1%	14%	-1%	10%
Cc1cc(C)n2nc(SCc3nnc(SCCCCl)o3)nc2n1	0%	13	5	-20%[57.5 µM]	?	5%	25%	8%	2%
CCOC(=O)C1=C(CS(=O)(=O)c2ccc(F)cc2)NC(=O)NC1c1ccc(O)c(O)c1 (stereo not drawn)	-10%	5	3	i	-14%	-7%	11%	-14%	13%
O=C(NCC1COc2ccccc2O1)c1c[nH]c2ccc(S(=O)(=O)N3CCOCC3)cc2c1=O (stereo not drawn)	-2%	-22	4	-3%[57.5 µM]	0%	-2%	2%	-11%	17%
Cc1ccc(N2CCN(C3=NC(=O)C(Cc4ccccc4)S3)CC2)cc1 (stereo not drawn)	5%	-4	2	-4%	?	5%	?	0%	?
CCOC(=O)Cn1c(=O)n(Cc2ccco2)c(=O)c2ccc(C(=O)NC3CCCC3)cc21	0.56µM*	15	3	i	-3%	20%	-5%	-7%	12%
Cc1cccc2c1NC(C)CC2C (stereo not drawn)	-1%	25	3	i	-1%	-6%	?	?	-8%
Cn1c(=O)n(C)c2cc(S(=O)(=O)Nc3ccccc3C(=O)O)ccc21	0%	4	7&2	-17%	-4%&9%	-8%	1%&-1%	3%&3%	-1%&7%
Cc1ccc(-c2cc(C(=O)N/N=C/c3ccoc3)c3ccccc3n2)cc1	-13%	18	-18	-27%	3%	7%	?	-12%	4%
CC(=O)Nc1ccc(CN2CCN(CCc3ccccc3)C(CCO)C2)cc1 (stereo not drawn)	-1%	-14	-17	37%	?	7%	-16%	10%	-5%
CCN(CC)c1ccc(NC(=O)c2cc(C)nc3c2c(C)nn3-c2ccc(C)cc2)c(C)c1	.	.	-19	-29%	-10%	.	10%	21%	-6%
COc1ccc(-c2nnc(SCC(=O)Nc3cc(F)ccc3C)o2)cc1	5%	9	6	-80%[inhibitor]	12%	11%	-4%	-15%	11µM*

The list is partial (hit frequency here may not be typical).
